SRC2 TRFRET art = TR-FRET signal artefacts, primary screen, artefact control for PPARgamma SRC-2 agonist project, biochemical; TR-FRET artefact counter-screen; stronger effect = higher value; TR-FRET ratio at 8 µM; 0.4% of 200,000 active; AID 1049, 2008; in the data active = TR-FRET ratio above about 2000; also: inactives centre near 1500
L major viab = Leishmania major promastigote growth inhibition, primary screen; Leishmania major promastigotes, resazurin fluorescence viability; inhibition, % at 10 µM; 9% of 200,000 active; in the data active = inhibition above about 50%;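 also: promastigotes grown with compound for 44 hours at 28 °C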
ROMK mod = ROMK potassium channel modulators, primary screen, cell-based, thallium flux, MLSMR library | ATP-sensitive inward rectifier potassium channel 1 (Homo sapiens), P48048 | Tet-inducible ROMK, thallium flux fluorescence; actives lie on both sides | B-score at 10 µM | 2% of 130,000 active;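 active = signal ratio slope over the read window, or its plate-corrected B-score, at least 3 SD from the plate mean, either direction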;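 also: B-score of the F/F0 ratio slope over 7 to 12 s after thallium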
PPARg SRC1 recr = PPARgamma agonists recruiting SRC-1 coactivator, primary screen, biochemical. PPARgamma-SRC-1 coactivator recruitment biochemical assay. 0.41% of 200,000 active. Peroxisome proliferator-activated receptor gamma (Homo sapiens), P37231. activation, % at 8 µM; in the data active = activation above about 19%;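 also: 0% = DMSO and 100% = reference agonist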
Target sequence (P37231 whole entry, looked up): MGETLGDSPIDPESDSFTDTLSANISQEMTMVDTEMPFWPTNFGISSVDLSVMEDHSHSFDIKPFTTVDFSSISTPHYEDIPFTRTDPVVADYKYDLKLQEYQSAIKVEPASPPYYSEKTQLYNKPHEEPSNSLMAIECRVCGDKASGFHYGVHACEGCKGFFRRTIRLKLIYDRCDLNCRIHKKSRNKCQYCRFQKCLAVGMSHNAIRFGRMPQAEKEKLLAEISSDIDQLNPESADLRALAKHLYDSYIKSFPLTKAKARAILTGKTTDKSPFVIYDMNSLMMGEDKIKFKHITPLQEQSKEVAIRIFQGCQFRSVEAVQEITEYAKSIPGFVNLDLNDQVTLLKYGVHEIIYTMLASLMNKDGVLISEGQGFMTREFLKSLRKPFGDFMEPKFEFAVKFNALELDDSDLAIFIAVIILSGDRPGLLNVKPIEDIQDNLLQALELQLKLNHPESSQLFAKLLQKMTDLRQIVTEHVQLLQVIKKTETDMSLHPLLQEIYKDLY
RAM inhibit = inhibitors of the yeast RAM network, primary screen, dse1pr::URA3 reporter, 5-FOA selection; S. cerevisiae dse1pr::URA3 reporter, 5-FOA growth OD615, 2 d; analog-sensitive cbk1-as2 kinase mutant strain; inhibition, % at 50 µM; 1.8% of 190,000 active;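 active = inhibition above a set limit, 3 SD over mean compound inhibition, cut at about 8.4% in these data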;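 also: 0% = DMSO-only wells with no growth and 100% = 10 µM 1-NA-PP1 full growth; inhibition rescues growth on 5-FOA so higher OD means more RAM inhibition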
S1P3 antag = S1P3 receptor antagonists, primary screen, cell-based; CHO S1P3 NFAT-BLA reporter, FRET fluorescence, antagonist mode; inhibition, % at 4.98 µM; 0.27% of 170,000 active; AID 485, 2006;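 active = inhibition above the plate cutoff, the mean inhibition of test wells on that plate plus 3 SD, cut at about 28% in these data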;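 also: cells challenged with S1P at its EC80 of 0.8 µM; blue over green emission ratio from cleaved BLA substrate after 4 h stimulation; 0% = S1P-stimulated wells and 100% = unstimulated DMSO-only wells; some compounds past the cut are filed as inactive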
Redox H2O2 prof = compounds producing H2O2 with reducing agent – biochemical, NIH compound library profiling, artefact control for MLSCN library redox annotation, primary screen; DTT-dependent redox cycling H2O2, phenol red/HRP absorbance; 100% = 100 µM peroxide control, 0% = buffer; activation, % at 10 µM; 0.03% of 200,000 active; AID 878, 2007;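 active = activation of at least 50% relative to the plate's high and low controls in the primary single-dose screen; inactive = activation below 50%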;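 also: compound incubated with DTT at 0.8 mM final as the reducing agent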
bIAP inh = bovine intestinal alkaline phosphatase inhibitors, primary screen, selectivity assay for TNAP inhibitor project, biochemical, bovine IAP, CDP-star luminescence; inhibition, % at 20 µM; AID 1019, 2008; alkaline phosphatase, intestinal [Bos taurus]; 190,000 tested, under 10 active; purified bovine IAP, 30 min;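 active = over 50% inhibition of intestinal alkaline phosphatase at 20 µM in the single-dose screen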
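System: purified bovine intestinal alkaline phosphatase (IAP) enzyme; Input: IAP diluted 1/65,000,000 in the well; Measured by: CDP-star luminescence signal; Compound dosing: 20 µM single dose; Incubation: 30 min reaction at room temperature.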
PPARg SRC2 recr = agonists of PPARg-SRC-2 recruitment, primary screen, biochemical, HTS; Peroxisome proliferator-activated receptor gamma (Homo sapiens), P37231; PPARgamma LBD-SRC-2 recruitment; activation, % at 8 µM; 0.34% of 200,000 active; in the data active = activation above about 22%;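 also: 0% = vehicle and 100% = reference agonist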
PPARg SRC3 recr = PPARgamma agonists recruiting SRC-3 coactivator, primary screen, biochemical | Peroxisome proliferator-activated receptor gamma (Homo sapiens), P37231 | biochemical PPARgamma/SRC-3 coactivator recruitment assay | activation, % at 8 µM | 0.26% of 200,000 active; in the data active = activation above about 23%;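 also: 0% = DMSO and 100% = reference agonist; some compounds past the cut are filed as inactive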
HMGR II inh = inhibitors of E. faecalis class II HMGR, primary screen, biochemical, Enterococcus faecalis; purified E. faecalis HMGR, NADPH absorbance 340 nm kinetic; inhibition, % at 10 µM; AID 1066, 2008; 0.41% of 190,000 active; HMG-CoA reductase (Enterococcus faecalis, mvaE);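 active = inhibition above a set limit, the median over all tested compounds plus 3 SD, cut at about 9.5% in these data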;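 also: enzyme runs in reverse so mevalonate oxidation gives rising NADPH absorbance; 0% = complete reaction with DMSO and 100% = background rate lacking mevalonate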
An asterisk follows results filed as active; / = not tested or not shown. Not a hit list, and some 13% of all compounds hit somewhere here.

SMILES	SRC2 TRFRET art	L major viab	ROMK mod	PPARg SRC1 recr	RAM inhibit	S1P3 antag	Redox H2O2 prof	bIAP inh	PPARg SRC2 recr	PPARg SRC3 recr	HMGR II inh
COc1cnc(-c2ccccn2)nc1Oc1c(C)cccc1C	1543	72.1*	-0.0562	1.6	1.1	-0.6	-0.2	-14.4	0.3	2.0	-4.3
COCc1ccc(C(=O)N2CCCC(C(=O)c3cccc(C(F)(F)F)c3)C2)o1 (centres undefined)	1451	-4.4	/	1.4	-0.8	6.4	-0.6	2.2	2.7	4.3	0.8
COc1cc(C(C(=O)NC2CCCCC2)N(C(=O)Cc2c[nH]c3ccccc23)c2ccc(C)cc2)cc(OC)c1OC (centres undefined)	1546	89.9*	-1.92	-0.5	5.7	-3.1	0.3	5.2	-3.5	-3.5	-4.7
CCCC1CCC(=NNC(=S)NCCc2ccccc2)CC1 (centres undefined)	1571	-9.6	-0.641	4.3	0.3	-7.0	0.1	29.7	-5.2	-2.3	0.0
CC(C)c1nnc(NC(=O)c2sc3ccccc3c2Cl)s1	1595	23.6	/	6.7	-0.4	/	3.5	1.4	3.9	9.1	1.9
COc1ccc(S(N)(=O)=O)cc1C(=O)NCCCN1CCN(c2cccc(Cl)c2)CC1	1649	-4.4	-0.208	-1.4	0.8	/	-7.9	7.2	-0.5	0.6	-3.4
C=CCNC(=O)c1cc(=O)c2ccccc2o1	1401	-3.4	/	4.4	1.6	-7.5	-2.5	5.3	8.8	-3.7	-5.4
COc1ccc(/C=C2/SC(=O)N(CCC(=O)Nc3ccccc3)C2=O)cc1OC	1377	-5.1	/	1.3	-0.2	-14.7	0.6	49.2	-0.5	0.2	-10.6
COc1ccc(OC)c(NC(=O)COC(=O)C2CCN(C(=O)c3ccc(Cl)cc3)CC2)c1	1521	1.5	0.973	8.3	0.9	-72.4	-0.5	-27.9	0.4	2.0	-2.4
Cc1ccc2nc(NCc3ccccc3)c(C=NCc3ccccc3)c(=O)n2c1	1483	-10.5	0.894	5.5	5.6	-2.6	5.1	10.5	1.8	-3.2	0.3
CCOC(=O)C1CCN(C(=O)c2ccc(OC)cc2OC)CC1	1783	10.2	/	6.0	0.1	-1.9	2.6	8.6	-1.2	3.8	-2.3
COc1ccc2[nH]c(=S)[nH]c2c1	1534	-7.8	-0.124	4.7	0.6	-0.7	-0.5	-51.7	12.6	10.5	-0.6
COc1cc(C)ccc1NC(=O)c1ccc(S(=O)(=O)N2CCOCC2)cc1	1572	0.7	-0.452	3.2	7.1	-5.9	2.1	0.3	5.8	2.3	-11.6
CCOc1cccc(-c2cc(=O)[nH][nH]2)c1	1524	-3.4	0.0329	5.0	-0.5	-5.5	4.0	7.7	1.1	-10.1	-11.4
O=C(COc1cccnc1[N+](=O)[O-])NCc1cccs1	1454	-3.1	0.244	5.1	0.7	3.5	-1.4	-3.0	0.1	1.3	-3.3

5 of these compounds, set out differently:
SMILES,SRC2 TRFRET art,L major viab,ROMK mod,PPARg SRC1 recr,RAM inhibit,S1P3 antag,Redox H2O2 prof,bIAP inh,PPARg SRC2 recr,PPARg SRC3 recr,HMGR II inh
COc1ccc(OC)c(NC(=O)COC(=O)C2CCN(C(=O)c3ccc(Cl)cc3)CC2)c1,1521,1.5,0.973,8.3,0.9,-72.4,-0.5,-27.9,0.4,2.0,-2.4
Cc1ccc2nc(NCc3ccccc3)c(C=NCc3ccccc3)c(=O)n2c1,1483,-10.5,0.894,5.5,5.6,-2.6,5.1,10.5,1.8,-3.2,0.3
CCOC(=O)C1CCN(C(=O)c2ccc(OC)cc2OC)CC1,1783,10.2,/,6.0,0.1,-1.9,2.6,8.6,-1.2,3.8,-2.3
COc1ccc2[nH]c(=S)[nH]c2c1,1534,-7.8,-0.124,4.7,0.6,-0.7,-0.5,-51.7,12.6,10.5,-0.6
COc1cc(C)ccc1NC(=O)c1ccc(S(=O)(=O)N2CCOCC2)cc1,1572,0.7,-0.452,3.2,7.1,-5.9,2.1,0.3,5.8,2.3,-11.6

More entries:
SMILES	SRC2 TRFRET art	L major viab	ROMK mod	PPARg SRC1 recr	RAM inhibit	S1P3 antag	Redox H2O2 prof	bIAP inh	PPARg SRC2 recr	PPARg SRC3 recr	HMGR II inh
COc1ccc2c3c1O[C@H]1C[C@@H](O)C=C[C@@]31CCN(C)C2	1537	/	/	-4.1	/	-7.2	/	10.0	1.8	0.4	/
CCN1CCN(c2ccc([N+](=O)[O-])cc2C(=O)c2ccc(Cl)cc2)CC1	1733	1.3	/	6.4	1.5	/	-4.8	1.8	4.5	6.2	-3.9
O=C(CC1C(=O)NCCN1Cc1c(F)cccc1Cl)NC1CCCC1 (centres undefined)	1594	-3.1	0.0671	3.8	1.0	-7.9	0.1	-1.3	2.0	1.5	-2.0
CCOC(=O)c1c(NC(=S)Nc2ccc(F)cc2)sc2c1CCC2	1568	0.5	0.7	3.9	5.4	/	0.3	13.5	2.9	-0.3	-0.2
Cc1sc(NC(=O)CN2CCN(c3ccccn3)CC2)c(C#N)c1C	1540	5.5	/	-2.7	0.9	-24.8	0.7	/	-1.0	11.0	-0.6
NC(=O)/C(=C\c1cccnc1)NC(=O)c1ccccc1	1374	-1.0	0.0589	0.3	1.7	-7.6	-0.3	-6.7	5.8	1.7	0.0
O=C(C1CC1)N1CCc2cc(S(=O)(=O)NCC3COc4ccccc4O3)ccc21 (centres undefined)	1481	-3.6	0.675	10.5	2.7	-32.8	-0.3	-4.2	-5.1	3.6	-0.9
O=C1CC(N2CCN(c3cccc(C(F)(F)F)c3)CC2)C(=O)N1c1ccccc1 (centres undefined)	1380	-7.0	/	-4.7	1.6	19.3	-0.3	4.7	-1.5	1.5	-0.9
CCCSc1cc(NCCOC(C)=O)c([N+](=O)[O-])c2nonc12	1614	67.0*	-0.357	6.9	3.5	3.7	0.5	0.3	6.2	3.3	-1.2
S=c1[nH]nc(C2CCCCC2)n1Cc1ccccc1	1416	-7.9	0.0225	-1.6	1.1	-11.7	0.0	29.0	-2.0	-0.4	4.3

Source: PubChem BioAssay (several laboratories)
